APJ antag – antagonists of human apelin receptor APJ, primary screen, CHO-K1 cells, beta-arrestin complementation, luminescence | inhibition, % at 20 µM | 330,000 tested, 0.32% active | AID 2521, 2010;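 active = inhibition above about 40% at 20 µM, limit read from the data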;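 also: cells challenged with 10 nM apelin-13 agonist together with compound; plate controls were apelin-13 plus DMSO wells for no effect and DMSO wells lacking apelin-13 for full effect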
Target sequence (P35414 whole entry, looked up): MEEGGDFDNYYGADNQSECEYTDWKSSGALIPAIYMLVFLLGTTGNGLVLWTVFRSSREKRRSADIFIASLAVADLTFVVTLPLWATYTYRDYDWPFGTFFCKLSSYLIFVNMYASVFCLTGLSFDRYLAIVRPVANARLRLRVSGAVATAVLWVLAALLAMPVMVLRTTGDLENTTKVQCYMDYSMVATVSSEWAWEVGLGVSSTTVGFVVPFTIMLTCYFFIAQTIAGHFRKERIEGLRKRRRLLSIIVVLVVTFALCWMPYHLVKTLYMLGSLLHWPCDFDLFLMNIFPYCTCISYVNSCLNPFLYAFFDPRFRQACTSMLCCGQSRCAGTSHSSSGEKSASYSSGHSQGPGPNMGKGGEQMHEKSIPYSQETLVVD
CCR6 antagonist – CCR6 receptor antagonists, primary screen, cell-based, CHO-K1, luminescence, beta-arrestin, uHTS. C-C chemokine receptor type 6 (Homo sapiens), P51684. CHO-K1 CCR6 PathHunter beta-arrestin, CCL20-stimulated. inhibition, % at 20 µM. 340,000 tested, 0.49% active. AID 493098, 2011;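 active = compounds whose inhibition of the agonist-driven luminescence signal at 20 µM reaches about 50%, limit read from the data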;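 also: cells stimulated with CCL20 at 14 nM final; plate controls were DMSO with CCL20 for no effect and DMSO without agonist for full effect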
tim23-1 inh – growth inhibitors of tim23-1 mutant yeast, primary screen, luminescence, uHTS. S. cerevisiae tim23-1 growth, BacTiter-Glo luminescence, 24 h. inhibition, % at 20 µM. 330,000 tested, 1.3% active. AID 463212, 2010;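 active = growth inhibition of the mutant yeast at or above 50%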;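 also: temperature-sensitive mutant grown at 25 °C; plate controls were DMSO-treated mutant yeast for no effect and medium wells lacking yeast for full effect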
XBP1 UPR activ – activators of adaptive XBP1 UPR arm, primary screen, cell-based, CHO-XBP1 luciferase reporter, luminescence, uHTS; IRE1-XBP1 UPR activation; percent of tunicamycin response, DMSO as zero; activation, % at 20 µM; 330,000 tested, 0.33% active;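 active = versus positive control, 20 µM dose yields 30% or more activation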;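 also: 100% = tunicamycin at 10 µg/mL and 0% = DMSO only wells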
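Material: CHO cell line with stable XBP1 luciferase reporter; schedule: 16-18 h cell attachment at 37 °C, then 6 h compound exposure; signal: glow luminescence from Steady-Glo reagent; medium: serum-containing F12 medium, 10% FBS; benchmarks: tunicamycin 10 µg/mL and vehicle-only wells; read-out: percent activation relative to tunicamycin reference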
APJ ag – agonists of human apelin receptor APJ, primary screen, CHO-K1 cells, PathHunter beta-arrestin, luminescence. 330,000 tested, 0.11% active. activation, % at 20 µM. 0% DMSO wells, 100% apelin. P35414;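 active = activation more than six SD over the plate average, tested at 20 µM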;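 also: 0% = DMSO alone and 100% = apelin-13 at 10 nM; some results filed as inactive read as strong as hits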
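Material: engineered CHO-K1 APJ arrestin reporter cells; amount: 1000 CHO-K1 reporter cells seeded per well; incubation: compound stimulation 90 min at 25 °C, detection 60 min; signal: luminescent beta-gal fragment complementation, chemiluminescent substrate; read-out basis: APJ agonist activity; controls: DMSO-only wells as negative, 10 nM Apelin-13 as positive control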
EBI2 block – EBI2 receptor antagonists, beta-arrestin recruitment, primary screen, cell-based, luminescence, 7a,25-OHC stimulation, uHTS | 7a,25-OHC stimulated | AID 651636, 2012 | inhibition, % at 5 µM | 360,000 tested, 0.81% active; in the data active = inhibition above about 38%;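 also: enzyme fragment complementation signal reports receptor beta-arrestin coupling in cells; 0% = agonist plus DMSO wells and 100% = wells without agonist; some results beyond the cut were filed as inactive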
Target sequence (P32249 whole entry, looked up, the tested form may be a part): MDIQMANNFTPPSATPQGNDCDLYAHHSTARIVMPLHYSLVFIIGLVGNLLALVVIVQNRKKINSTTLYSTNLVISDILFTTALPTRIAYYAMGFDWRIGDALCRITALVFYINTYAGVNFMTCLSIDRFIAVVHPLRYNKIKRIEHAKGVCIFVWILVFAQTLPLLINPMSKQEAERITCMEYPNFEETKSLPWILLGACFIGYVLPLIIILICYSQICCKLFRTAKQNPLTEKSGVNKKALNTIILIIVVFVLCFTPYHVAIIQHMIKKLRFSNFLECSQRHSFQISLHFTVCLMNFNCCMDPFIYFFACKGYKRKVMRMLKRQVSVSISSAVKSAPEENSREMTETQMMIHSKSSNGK
CXCR6 inh – CXCR6 receptor inhibitors, primary screen, cell-based, beta-arrestin, luminescence, CHO-K1 PathHunter, 1536-well. C-X-C chemokine receptor type 6 (Homo sapiens), O00574. inhibition, % at 20 µM. 360,000 tested, 0.36% active. AID 602244, 2012; in the data active = inhibition above about 34%, passing the limit was not always enough;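 also: antagonist mode with CXCL16 agonist at 10 nM final; 0% = 10 nM CXCL16 with DMSO and 100% = unstimulated wells without agonist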
UPR CHOP act – activators of apoptotic CHOP UPR arm, primary screen, cell-based, CHO-CHOP luciferase reporter, luminescence, uHTS. UPR activation; percent of tunicamycin response over DMSO baseline. activation, % at 10 µM. 330,000 tested, 0.34% active;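 active = at 10 µM dose, activation of 40% or more, normalized to positive control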;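 also: 100% = tunicamycin at 10 µg/mL and 0% = DMSO alone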
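Test system: CHO CHOP reporter cells. Input: 500 CHO-CHOP cells per well. Medium: F12 with 10% FBS. Technique: luciferase luminescence. Measure: percent activation relative to tunicamycin control. Dosing: 10 µM compound, 0.5% DMSO. Timing: 16-18 h cell attachment, then 6 h compound exposure, 37 °C.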
Mdm2 MdmX PPI – inhibitors of human Mdm2-MdmX association, primary screen, cell-based, luminescence, split luciferase, SaOS-2, uHTS; Protein Mdm4 (Homo sapiens) + E3 ubiquitin-protein ligase Mdm2 (Homo sapiens), …; SaOS-2 split-luciferase Mdm2/MdmX complementation; inhibition, % at 8 µM; 330,000 tested, 3% active; AID 485346, 2010;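 active = inhibition of at least 50% at 8 µM in the primary screen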
* = called active by the depositor; nt = not tested or not shown. The list is partial (hit frequency here may not be typical).

The first 6 records (preview)
SMILES	APJ antag	CCR6 antagonist	tim23-1 inh	XBP1 UPR activ	APJ ag	EBI2 block	CXCR6 inh	UPR CHOP act	Mdm2 MdmX PPI
[N-]=[N+]=NC[C@H](c1ccccc1)N1CCN(Cc2ccccc2)CCC1=O	-21	8	12	3	5	-7	5	0.7	-2
CCOc1ccc2nc(SCC#N)c(C#N)cc2c1	-23	-10	12	9	36	-1	-4	3.6	-42
O=C(N/N=C/c1cc(Br)c(Br)o1)C(O)c1ccccc1 (stereo unspecified)	9	12	-4	0	-4	-4	-1	-1.0	-1
CCN(CC(=O)Nc1cc(Cl)ccc1C)C(=O)c1oc2ccc(OC)cc2c1C	11	17	31	-1	-4	12	0	1.1	16
O=C(Nc1cccc(C(F)(F)F)c1)C12CC3CC(CC(C3)C1)C2	5	-10	23	-1	2	-22	0	1.0	-18
Fc1ccccc1OCCCN1CCOCC1	10	-11	-5	-1	1	-3	-4	0.8	4

All compounds of this part, from the start:
SMILES	APJ antag	CCR6 antagonist	tim23-1 inh	XBP1 UPR activ	APJ ag	EBI2 block	CXCR6 inh	UPR CHOP act	Mdm2 MdmX PPI
[N-]=[N+]=NC[C@H](c1ccccc1)N1CCN(Cc2ccccc2)CCC1=O	-21	8	12	3	5	-7	5	0.7	-2
CCOc1ccc2nc(SCC#N)c(C#N)cc2c1	-23	-10	12	9	36	-1	-4	3.6	-42
O=C(N/N=C/c1cc(Br)c(Br)o1)C(O)c1ccccc1 (stereo unspecified)	9	12	-4	0	-4	-4	-1	-1.0	-1
CCN(CC(=O)Nc1cc(Cl)ccc1C)C(=O)c1oc2ccc(OC)cc2c1C	11	17	31	-1	-4	12	0	1.1	16
O=C(Nc1cccc(C(F)(F)F)c1)C12CC3CC(CC(C3)C1)C2	5	-10	23	-1	2	-22	0	1.0	-18
Fc1ccccc1OCCCN1CCOCC1	10	-11	-5	-1	1	-3	-4	0.8	4
NC(=O)c1cccc2c3c([nH]c12)CCCC3	-10	-2	21	-1	1	-14	-5	0.0	-22
O=C(CSc1ccc(Cl)cc1)Nc1ccccc1Oc1ccccc1	13	11	12	-1	0	55*	-9	2.4	-18
Cc1ccc(-c2cc(C(=O)NCCCN3CCOCC3)c3ccc(Cl)c(C)c3n2)cc1	4	18	15	0	4	5	11	-0.6	50*
COc1ccc(S(=O)(=O)N2CCOCC2)cc1NS(=O)(=O)c1ccc(F)c(F)c1	-11	8	-5	-3	2	-2	6	2.0	-2
Cc1cc(OCC(=O)NNC(=S)NCC2CCCO2)cc(C)c1Cl (stereo unspecified)	12	10	22	3	2	6	8	4.1	-7
CCOC(=O)c1nccnc1C(=O)Nc1ccc(C(F)(F)F)cc1	19	4	13	-1	3	-23	0	-0.7	9
CCOC(=O)c1oc2ccccc2c1CN1CCN(C(=O)c2ccccc2)CC1	-3	2	35	0	-5	0	6	0.2	5
Cc1cc2c(cc1C)N(C(=O)CN1C(=O)c3ccccc3C1=O)C(C)(C)c1ssc(=S)c1-2	28	12	30	-3	0	17	24	1.3	34
CCOc1ccc(-n2c(C)nc3cc(C(=O)NCc4ccc5c(c4)OCO5)ccc32)cc1	4	5	38	-1	-3	27	13	0.9	-17
CCOC(=O)c1cc(-c2ccccc2)nn1CC1CC(c2cccc([N+](=O)[O-])c2)=NO1 (stereo unspecified)	-48	7	28	-5	3	10	4	1.9	20
Cc1ccc(Nc2ccc(N3CCN(c4ccc([N+](=O)[O-])cc4)CC3)nn2)cc1	5	7	-29	-5	0	8	5	-1.2	-1
CCNc1nc(NCC)nc(Oc2ccc(OCc3ccccc3)nn2)n1	-9	nt	7	-2	0	nt	nt	0.0	20
CCc1nnc(NC(=O)CN2CCN(Cc3ccc(F)cc3)CC2)s1	6	13	14	-5	-1	-3	-8	-1.9	9
COc1ccc(OC)c(C(c2nnnn2C2CCCC2)N2CCN(c3ccc(F)cc3)CC2)c1 (stereo unspecified)	-11	33	12	-2	-5	18	15	-1.5	14
CCCn1ncc(CN2CCC(n3nccc3NC(=O)c3ccccc3OC)CC2)c1C	-22	-12	-10	1	-5	-6	0	1.0	11
CCOC(=O)c1cc(C)nc(N2CCCCC2)c1C#N	0	7	11	4	-1	-15	6	1.9	17
O=C(O)CCCSCC(=O)Nc1ccccc1	0	-2	2	-1	-3	5	3	3.0	-30
O=C(c1cc2cc(F)ccc2[nH]1)N(Cc1cccnc1)CC1CCCN(C2CCCCC2)C1 (stereo unspecified)	1	14	-15	-6	-1	7	-3	1.8	32
COc1ccc(NC(=O)C23CC4CC(C2)CC(n2cnc(Br)n2)(C4)C3)c(C)c1	-18	4	33	-2	-4	-6	12	1.5	15
Further entries follow.
SMILES	APJ antag	CCR6 antagonist	tim23-1 inh	XBP1 UPR activ	APJ ag	EBI2 block	CXCR6 inh	UPR CHOP act	Mdm2 MdmX PPI
COc1ccc(OC)c(C2C(C(=O)c3ccccc3)=C(C)Nc3nc4ccccc4n32)c1 (stereo unspecified)	-49	1	16	26	-3	24	-3	19	98*
Cc1cc(N2CCN(C(=O)c3ccco3)CC2)n2nc(-c3cccc(Cl)c3)cc2n1	7	-4	28	3	-4	38	6	6.5	42
COc1ccc(C(=O)OCC(=O)NCC2CCCCC2)cc1S(=O)(=O)N1CCCc2ccccc21	-4	30	5	-3	-3	28	6	0.3	-8
COc1ccccc1N(C(=O)c1ccco1)C(C(=O)NC1CCCC1)c1cccs1 (stereo unspecified)	-14	4	27	-1	1	7	1	-0.6	-17
COc1ccc(C(=O)NC(C)c2ccc(-n3ccnc3)cc2)cc1S(=O)(=O)N1CCOCC1 (stereo unspecified)	11	12	3	-2	-1	-1	5	0.9	14
Cc1sc2ncnc(OCC(=O)NC3CCS(=O)(=O)C3)c2c1C (stereo unspecified)	6	-5	0	-2	0	-2	5	-1.8	11
COc1cc(OC)c(N(C)S(=O)(=O)c2cccc(C(=O)Nc3nccs3)c2)cc1Cl	-2	18	20	-2	-3	8	0	2.7	32
Cc1ccc(C(=O)c2nccn2C)cc1C	7	-4	2	0	-1	13	15	4.7	-12
CCn1c(CNc2cccc(Cl)c2)nnc1SCC(=O)OC1CCCCC1	6	10	43	-1	-1	1	9	1.5	-6
O=C(COc1ncnc2cc(Cl)ccc12)c1ccc2c(c1)OCCO2	-5	7	3	-3	3	-4	2	3.6	-74
Cc1cccc(C)c1NC(=O)CS(=O)CC(=O)NC1CCN(Cc2ccccc2)CC1 (stereo unspecified)	1	-3	4	-1	-2	-3	-5	0.9	-11
C[N+](C)(C)CC/C=C1/c2ccccc2CSc2ccccc21	3	-13	-25	0	-8	-1	0	-0.3	11
C=CCN(CC=C)C(=O)C(=O)c1ccn(-c2c(C)csc2C(=O)OC)c1	19	6	15	-3	-4	-18	-2	2.4	0
CCN(c1ccccc1)S(=O)(=O)c1nnc(NC(=O)C(C)(C)C)s1	-1	-3	20	-5	1	3	-4	1.3	11
O=C(CCC(=O)c1cccs1)NCc1cccc(Cl)c1	-61	9	4	-4	-1	2	2	0.4	12
COc1ccc2cc(CCNC(=O)c3ccc(S(=O)(=O)N4CCOCC4)cc3)c(=O)[nH]c2c1	18	3	-3	-5	-3	-10	3	0.5	14
CCOC(=O)c1sc(N(Cc2ccccc2)C(=O)CN2C(=O)CN(C)C2=O)nc1C	16	4	16	-3	-1	7	5	-1.7	2
N#C/C(=C(\O)c1ccco1)c1ccccn1	-2	-9	0	2	-1	-2	1	1.5	17
Cc1ccc2nc3n(c(=O)c2c1)-c1cc(Cl)ccc1C(=O)NC3Cc1ccccc1 (stereo unspecified)	-1	nt	14	2	-2	nt	nt	1.6	12
COc1cc(/C=C2\N=C(c3c(-c4ccccc4)noc3C)OC2=O)ccc1OC(C)=O	10	14	29	-2	-2	6	5	-0.3	-3
Cc1csc(NC(=O)CCC(=O)N(CC(=O)NC2CCCC2)c2ccccc2)n1	12	8	11	0	-1	2	6	-0.3	11
CCC1(C)OC(=O)NN(c2ccc(C)cc2)C1(C)O (stereo unspecified)	9	-1	-3	2	-1	-11	1	-0.3	-17
Cn1c(=O)c2[nH]c(N3CCN(c4ccccc4)CC3)nc2n(C)c1=O	4	7	5	0	-1	-3	0	-2.8	67*
CCOC(=O)C1=C(C)Nc2ccccc2N=C1NC(=O)c1ccc(Cl)c(S(=O)(=O)N2CCCC2)c1	0	17	12	-1	-1	-3	-3	1.5	-2
CCN(CC)c1ccc(NC(=O)c2ccc3c(c2)OCO3)cc1	9	17	20	-2	0	1	1	12	-30
O=C(Nc1ccc2c(c1)OCCO2)c1c(F)c(F)c(F)c(F)c1F	3	1	23	-1	0	1	-8	-1.8	-5
O=C(NCCNc1ccc([N+](=O)[O-])cc1)c1cccs1	7	13	-18	-4	-1	19	-4	-0.8	-12
CC1C(=O)C(C)C(c2cccc(Br)c2)NC1c1cccc(Br)c1 (stereo unspecified)	13	14	5	-6	-3	10	4	0.0	4

Some of the entries above in another layout:
molecule,APJ antag,CCR6 antagonist,tim23-1 inh,XBP1 UPR activ,APJ ag,EBI2 block,CXCR6 inh,UPR CHOP act,Mdm2 MdmX PPI
COc1cc(OC)c(N(C)S(=O)(=O)c2cccc(C(=O)Nc3nccs3)c2)cc1Cl,-2,18,20,-2,-3,8,0,2.7,32
Cc1cccc(C)c1NC(=O)CS(=O)CC(=O)NC1CCN(Cc2ccccc2)CC1 (stereo unspecified),1,-3,4,-1,-2,-3,-5,0.9,-11

Assay outcomes deposited in PubChem BioAssay by Sanford-Burnham Center for Chemical Genomics.
